GLD-1 RNA inh – GLD-1-TGE RNA interaction inhibition (C. elegans); 320,000 tested, 0.44% active; inhibition, % at 5.96 µM; purified GLD-1 + fluorescein TGE RNA, fluorescence polarization; AID 2280;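 active = percent inhibition above a per-plate cutoff, the plate mean of test compounds plus 3 SD, cut at about 30% in these data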;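 also: 0% = DMSO wells with GLD-1 and probe and 100% = wells lacking GLD-1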
Target sequence (Q17339 whole entry, looked up): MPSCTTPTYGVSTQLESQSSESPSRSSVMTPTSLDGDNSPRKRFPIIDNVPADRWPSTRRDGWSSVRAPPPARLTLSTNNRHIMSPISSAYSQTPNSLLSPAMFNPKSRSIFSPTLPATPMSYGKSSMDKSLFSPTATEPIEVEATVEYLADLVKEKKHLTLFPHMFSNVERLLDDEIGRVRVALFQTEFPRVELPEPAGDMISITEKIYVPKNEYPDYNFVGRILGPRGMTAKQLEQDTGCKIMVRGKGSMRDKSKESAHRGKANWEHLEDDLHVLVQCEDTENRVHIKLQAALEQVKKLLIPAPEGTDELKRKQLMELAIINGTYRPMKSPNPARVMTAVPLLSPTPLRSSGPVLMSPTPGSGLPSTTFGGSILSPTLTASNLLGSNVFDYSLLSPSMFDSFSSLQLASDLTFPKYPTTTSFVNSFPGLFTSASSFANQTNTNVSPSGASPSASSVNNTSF
MCL1 BIM primary – inhibitors of human MCL1 binding to BIM-BH3 peptide; Q07820; 320,000 tested, 0.68% active; AID 2057; inhibition, % at 10.9 µM; GST-MCL1 / FITC-Bim-BH3 fluorescence polarization;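 active = inhibition above the mean inhibition of all tested compounds plus 3 SD, set per campaign, cut at about 40% in these data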;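 also: 0% = DMSO wells and 100% = unlabeled Bim-BH3 peptide control; higher means more loss of mP so more displacement of Bim peptide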
Bcl-xL primary – Bcl-xL (human) inhibition; Q07817; GST-Bcl-xL / FITC-Bim BH3 peptide fluorescence polarization; inhibition, % at 10.9 µM; 320,000 tested, 0.7% active;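 active = inhibition above the mean of all tested compounds plus 3 SD, cutoff set per campaign, cut at about 30% in these data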;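 also: 0% = DMSO wells and 100% = unlabeled Bim-BH3 peptide competitor; inhibitors lower millipolarization by displacing the labeled peptide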
Fam108B inh – Fam108B inhibition, counter-screen for RBBP9 inhibitors | recombinant Fam108B, FP-Rh probe fluorescence polarization | inhibition, % at 9.51 µM | 300,000 tested, 0.33% active;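 active = inhibition above the screen mean inhibition plus 3 SD, computed separately per campaign, cut at about 18% in these data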;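 also: inhibitors lower polarization as less probe binds the enzyme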
PME-1 primary – PME-1 (human) inhibition; Q9Y570; recombinant PME-1, FP-Rh probe fluorescence polarization; inhibition, % at 5.9 µM; 320,000 tested, 0.53% active; AID 2130;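 active = inhibition above the campaign mean of all compounds plus 3 SD, cut at about 26% in these data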;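 also: competitive labeling of PME-1 active site by serine hydrolase directed probe; 0% = PME-1 with DMSO and 100% = wells lacking PME-1 enzyme; inhibitors block probe labeling so polarization falls and inhibition rises; many of its hits are not listed in these tables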
MEX-5 binding – C. elegans MEX-5 TCR-2 RNA binding activity. MEX-5/FITC-TCR2 RNA binding, fluorescence polarization; stronger effect = lower value. Q9XUB2. 300,000 tested, 0.38% active. activity score (negative = inhibition of binding), % at 10 µM;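 active = inhibition past about -25% in most replicates, and total fluorescence under double the plate's negative control median, limit read from the data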;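 also: 0% = DMSO and -100% = 5 µM competing unlabeled TCR2 RNA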
Target sequence (Q9XUB2 whole entry, looked up): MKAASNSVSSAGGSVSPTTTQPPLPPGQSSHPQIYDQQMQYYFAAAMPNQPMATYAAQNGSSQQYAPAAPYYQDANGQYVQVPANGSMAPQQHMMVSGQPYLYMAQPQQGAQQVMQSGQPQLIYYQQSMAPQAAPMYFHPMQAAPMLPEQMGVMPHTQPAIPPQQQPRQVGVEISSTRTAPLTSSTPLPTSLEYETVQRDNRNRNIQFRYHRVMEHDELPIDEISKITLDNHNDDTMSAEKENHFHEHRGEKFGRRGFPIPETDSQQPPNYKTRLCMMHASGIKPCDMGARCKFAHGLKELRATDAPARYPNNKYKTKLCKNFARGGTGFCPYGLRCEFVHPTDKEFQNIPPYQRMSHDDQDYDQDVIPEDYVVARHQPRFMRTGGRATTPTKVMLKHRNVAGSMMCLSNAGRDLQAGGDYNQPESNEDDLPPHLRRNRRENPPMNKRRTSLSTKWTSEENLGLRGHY
VLA-4 inh – inhibition in a human VLA-4 binding assay; inhibition, % (about 7 µM as worked out from the volumes in the protocol); 330,000 tested, 0.2% active; VLA-4 expressing cells, ligand binding flow cytometry; in the data active = inhibition above about 50%
GRK2 aptamer HTS – inhibitors of human GRK2 displacing RNA aptamer; P25098; bead flow cytometry, FAM-aptamer displacement from GRK2; inhibition of aptamer binding, % at 10 µM; 330,000 tested, 0.59% active; AID 488847;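 active = inhibition of aptamer binding above 40%, roughly 3 SD of noise, on plates passing a quality check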;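 also: median bead fluorescence of bound FAM aptamer so fluorescent compounds give negative values; no value below 0 was filed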
Efflux pump mplx – blocks antifungal efflux pumps in multiplex yeast assay; S. cerevisiae Candida pump triplex, Nile Red efflux; inhibition, % at 10 µM; 330,000 tested, 0.44% active; AID 485275;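 active = plate passing quality check with inhibition over a set limit, or well fluorescence over plate mean plus 4 SD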;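 also: Nile Red retained in pooled yeast measured as flow cytometry median fluorescence; 0% = buffer negative control and 100% = Enniatin B positive control; higher means more Nile Red kept so more efflux inhibition; some compounds called inactive have numbers as strong as hits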
Active calls of the source: *; · = no result given. Only part of the results is shown. The share of hits here may be higher or lower than overall.

cpd	mol	PME-1 primary	Bcl-xL primary	GLD-1 RNA inh	VLA-4 inh	Fam108B inh	MEX-5 binding	GRK2 aptamer HTS	MCL1 BIM primary	Efflux pump mplx
1	CC(C)(C)OC(=O)C[C@@H]1C/C=C\C[C@@H](CC(=O)N[C@@H](CO)Cc2ccccc2)C(=O)NC[C@@H](c2ccccc2)OC1=O	·	·	1.2	-8.0	·	·	0.0	·	0.1
2	Cc1ccc(-c2nnn(CC(=O)N(c3ccccc3)C(C(=O)NCC3CCCO3)c3cccs3)n2)o1 (stereo not given)	3.5	-0.6	-3.9	-1.3	-1.9	-0.6	0.0	-0.2	0.0
3	Cc1ccc(NC(=O)Cn2cccc2)cc1C	1.8	3.4	4.0	-4.2	-5.2	3.3	0.0	2.5	-0.5
4	Cc1ccc(NC(=O)c2ccc3c(SCC(=O)O)c4c(nc3c2)CCCC4)c(Br)c1	-4.8	10.7	7.2	2.9	-18.3	1.5	0.0	3.8	0.0
5	CCc1cc(=O)oc2c3c(cc(OCC(=O)NCCCOC)c12)OC(C)(C)CC3	-1.0	3.7	-4.7	-4.8	2.6	0.3	0.0	8.8	-0.2
6	Oc1ccc(Nc2ncnc3ccccc23)cc1	·	·	·	-2.7	·	-0.2	0.0	·	-0.1
7	CC(=O)N1c2ccc(S(=O)(=O)NCCc3ccc(Cl)cc3)cc2CC1C (stereo not given)	2.4	-5.2	1.5	2.9	-0.3	2.1	4.0	1.2	0.0
8	CN1/C(=C\C(=S)NC(=O)c2ccc([N+](=O)[O-])cc2)C(C)(C)c2ccccc21	-8.3	7.5	1.4	-10.9	-0.5	-0.2	0.0	0.5	0.0
9	O=C(Nc1cccc2ccccc12)N1CC=CCC1	-5.0	9.0	1.3	-5.6	-1.3	2.9	0.0	2.6	0.1
10	O=C(c1ccc(S(=O)(=O)NCc2ccco2)cc1)N1CCN(Cc2ccc3c(c2)OCO3)CC1	5.5	-2.8	-5.5	8.7	2.5	-3.1	0.0	-0.8	0.1
11	CCOC(=O)c1c(NC(=O)COC(=O)C2CC2C)sc(C)c1C (stereo not given)	6.9	7.3	1.9	16.3	-3.5	0.6	4.0	-4.4	-0.1
12	Clc1ccc(Cn2c(/C=C/c3ccco3)nc3ccccc32)cc1	-4.4	2.7	-1.2	-18.9	-8.8	2.3	1.0	-8.2	0.2
13	O=C(O)/C=C/C(=O)Nc1ccc(NC(=O)c2ccccc2)c(Cl)c1	1.3	2.7	0.3	2.8	-1.8	-0.5	3.0	-1.8	0.0
14	O=C(CSc1nnc2ccccn12)NC(=O)NC1CCCCC1	-4.0	7.1	7.0	5.7	6.0	-1.2	0.0	2.2	0.0
15	Cc1cc(Cl)ccc1OC(C)C(=O)NCCc1ccc2c(c1)OCCO2 (stereo not given)	0.8	9.7	1.9	-0.4	-0.6	3.0	4.0	8.9	0.1
16	CCn1cc(CCCC(=O)NCc2ccc(OC)cc2)c2ccccc21	·	·	·	1.3	·	-2.1	1.0	·	-0.2
17	O=S(=O)(c1ccc(Cl)c(C(F)(F)F)c1)N1CCN(c2ccccn2)CC1	3.0	1.0	4.2	-0.2	-1.9	-0.8	0.0	-4.3	0.4
18	CCC(Sc1nc(C)cc(=O)[nH]1)C(=O)Nc1ccc(Cl)cn1 (stereo not given)	4.0	2.8	2.3	5.5	-0.2	-0.2	0.0	2.6	-0.1
19	Cc1cc(-c2nc(-c3ccc(C(C)(C)C)cc3)no2)no1	-6.2	-0.7	-0.5	2.5	-4.5	0.4	0.0	-2.0	0.2
20	O=C(NCCc1ccccc1)C1CCN(c2nc3ccccc3o2)CC1	4.1	-4.0	1.0	2.4	1.4	0.3	1.0	-5.1	0.2
21	Cc1nc(CCNC(=O)c2cc(COc3ccc(F)cc3Cl)on2)sc1C	-0.5	2.2	-2.1	-4.7	0.2	1.5	0.0	-0.5	-0.2
22	COc1ccc(CCN2CN(S(=O)(=O)c3ccc(C)cc3)c3nc4ccccc4nc32)cc1OC	-6.4	6.9	5.6	1.4	1.1	-1.7	0.0	1.9	-0.1
23	O=C(CN1C(=O)C2C3C=CC(C3)C2C1=O)OCC(=O)c1ccc([N+](=O)[O-])cc1 (stereo not given)	0.4	-4.5	-13.9	1.7	-5.0	1.1	1.0	-10.7	-0.1
24	C(=N\Nc1nc2ccccc2[nH]1)/c1ccc2ncccc2c1	-26.1	-0.4	-7.6	-8.3	3.0	-3.0	0.0	-3.2	-0.2
25	O=C(Nc1ccc2c(c1)OCO2)c1cc(-c2ccncc2)nc2ccccc12	0.9	-11.8	2.6	-17.4	5.8	3.8	1.0	0.3	0.0
26	O=C(Nc1ccc2c(c1)OCO2)c1ccc(CN2CCOCC2)cc1	2.4	6.1	-0.9	8.8	0.2	1.6	3.0	9.0	-0.1
27	COc1ccc(OC)c(N(CC(=O)N2CCOCC2)S(C)(=O)=O)c1	2.9	3.2	3.2	-3.3	3.3	-0.6	1.0	-1.9	0.0
28	CC(C)(C)n1ncc2c(=O)n(CC(=O)NCc3ccccc3)cnc21	2.6	1.5	10.2	-0.3	5.0	0.4	1.0	7.5	0.0
29	CCOC(=O)C(CC(=O)O)=C(c1ccccc1)c1ccccc1	5.2	2.6	-2.8	4.9	1.0	-1.3	3.0	0.8	0.2
30	C[C@@]12C(=O)N(c3cccc(F)c3)C(=O)N1[C@H](c1ccc(F)cc1)[C@@H]1C(=O)N(C3CCCCC3)C(=O)[C@@H]12	-4.3	1.7	1.3	-13.6	-2.2	0.4	0.0	-0.3	0.2
31	CS(=O)(=O)N1N=C(c2cccs2)CC1c1ccccc1O (stereo not given)	2.2	-3.0	2.1	-230.9	-6.6	-0.2	2.0	-8.4	0.0
32	O=C(CN1CCOCCOCCN(CC(=O)Nc2ccccc2)CCOCC1)Nc1ccccc1	3.4	-8.0	-6.0	6.9	-4.8	0.2	0.0	-3.6	0.2
33	COC(=O)c1cn(C)c2ccc(S(=O)(=O)N3CC(C)CC(C)C3)cc2c1=O (stereo not given)	1.7	1.4	3.9	-0.5	-1.5	0.3	1.0	-2.2	-0.1
34	Cc1cc(C)n(CC(=O)NN)n1	1.6	-2.1	-4.0	3.6	15.0	-1.3	0.0	-0.3	-0.1
35	Cc1ccc(S(=O)(=O)N2[C@@H](c3ccccc3)C(C(=O)O)=CC[C@H]2c2ccc(C(C)C)cc2)cc1	0.7	9.9	2.9	-3.9	-1.1	·	0.0	6.5	0.0
36	CCCCNCc1cc(OCC)c(OCC)cc1Br	-3.4	3.0	15.1	-1.9	3.0	1.2	0.0	1.5	0.1
37	COCCNC(=O)C1CC(=O)N(c2ccc(OC)cc2)C1c1ccc(OC)cc1 (stereo not given)	-8.5	8.8	-9.4	1.0	-1.7	1.1	2.0	9.1	0.1
38	COc1ccc(Cl)cc1NC(=S)NCCCN1CCCC1=O	-2.5	1.7	2.6	10.3	-0.6	-2.1	0.0	-1.3	0.0
39	CN1/C(=C\C(=S)Nc2ccccc2)C(C)(C)c2ccccc21	-5.1	19.2	6.6	-220.2	-7.1	-0.4	19.0	23.9	0.2
40	Cc1ccccc1-n1c(=O)cc(N2CCCCCC2)[nH]c1=O	2.8	5.2	0.8	-8.8	2.3	2.1	0.0	-6.0	0.2
41	CC(O)CSc1nc2c(c(=O)[nH]c(=O)n2C)n1Cc1ccccc1Cl (stereo not given)	·	·	·	-4.2	·	1.3	0.0	·	0.3
42	CSc1sc(C(=O)NC(=O)NCc2ccncc2)c(C)c1-c1ccon1	0.9	5.7	7.8	8.9	2.0	1.0	0.0	6.7	0.0
43	O=c1c2c(-c3cccs3)csc2ncn1-c1ccccc1	1.9	0.4	1.4	0.9	1.6	0.1	1.0	-4.1	0.0
44	Cc1ccn(-c2ccc([N+](=O)[O-])cc2)n1	-2.6	0.0	8.3	7.3	0.3	0.1	0.0	-2.5	0.0
45	CCOc1ccc(N2CC(C(=O)N3CC(C)OC(C)C3)CC2=O)cc1 (stereo not given)	0.6	-2.8	0.8	-1.4	-2.4	0.0	1.0	-4.0	0.1
46	COc1cc(OC)c(S(=O)(=O)NCc2cccnc2)cc1NC(C)=O	5.0	5.6	5.6	33.3	-0.8	-1.3	1.0	0.8	0.0
47	CCOC(=O)c1cc2c(ccn2C)n1CC(=O)Nc1ccc(F)cc1	-2.7	1.4	12.6	12.0	-1.1	-1.2	1.0	-2.3	0.1
48	CCNC(=S)NNC(=O)c1cc(-c2ccc(OC)cc2)nc2ccccc12	-0.2	3.4	-0.5	-12.6	4.5	1.6	0.0	7.1	0.2
49	CCCCCc1nc(-c2nonc2N)no1	1.7	13.3	1.6	-6.8	6.5	0.6	10.0	14.9	-0.1
50	CC(C)CN(C(=O)c1cccc(S(=O)(=O)N2CCN(c3ccc(F)cc3)CC2)c1)C1CCS(=O)(=O)C1 (stereo not given)	6.8	2.2	0.8	-0.2	-1.4	1.5	3.0	-2.0	0.0
51	CC(C)c1nc(CNC(=O)CC2C(=O)NCCN2Cc2ccc(F)cc2Cl)cs1 (stereo not given)	-3.1	9.3	6.0	-2.4	0.4	-4.3	9.0	18.0	1.9
52	CC12CN(C(=O)c3ccco3)CC(c3ccccc3)(CN(C(=O)c3ccco3)C1)C2=O	0.4	5.7	4.6	7.8	-0.5	-1.7	0.0	0.1	0.0
53	CCc1nc2cc(CC(=O)O)ccc2o1	2.0	-1.6	-2.7	16.9	-1.6	0.5	0.0	-1.4	0.1
54	CC(C)(C)OC(=O)C[C@H]1C/C=C\C[C@@H](CC(=O)NCCO)C(=O)N[C@H](C(C)(C)C)COC1=O	·	·	0.3	27.4	·	·	0.0	·	0.5

A draw from above in order of count of non-hydrogen atoms, largest number first:
cpd	mol	PME-1 primary	Bcl-xL primary	GLD-1 RNA inh	VLA-4 inh	Fam108B inh	MEX-5 binding	GRK2 aptamer HTS	MCL1 BIM primary	Efflux pump mplx
52	CC12CN(C(=O)c3ccco3)CC(c3ccccc3)(CN(C(=O)c3ccco3)C1)C2=O	0.4	5.7	4.6	7.8	-0.5	-1.7	0.0	0.1	0.0
33	COC(=O)c1cn(C)c2ccc(S(=O)(=O)N3CC(C)CC(C)C3)cc2c1=O (stereo not given)	1.7	1.4	3.9	-0.5	-1.5	0.3	1.0	-2.2	-0.1
41	CC(O)CSc1nc2c(c(=O)[nH]c(=O)n2C)n1Cc1ccccc1Cl (stereo not given)	·	·	·	-4.2	·	1.3	0.0	·	0.3

Screens: PubChem BioAssay, several laboratories
